M5 ag – CHRM5 agonism in calcium assay | CHO-K1 hM5 cells, Fluo-8 calcium fluorescence; 0% DMSO wells, 100% maximal acetylcholine response | activation, % at 3 µM | 360,000 compounds, 0.19% hits | AID 624037;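 active means activation above the run's mean over test compounds plus 3 SD, cut at about 23% in these data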;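 further: signal is peak over basal fluorescence ratio across the kinetic read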
CRFR2-BP antag – CRF-BP/CRF-R2 complex antagonism; inhibition, % at 11.8 µM; HEK293 CRF-R2/CRF-BP, CRF-induced calcium fluorescence; 350,000 compounds, 0.59% hits;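 active means inhibition of the ligand-induced calcium signal above about 50% at the single tested concentration, limit read from the data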
CHRM5 antagonist – antagonists of human muscarinic M5 receptor (CHRM5) | P08912 | inhibition, % at 3 µM | 360,000 compounds, 0.59% hits | CHO-hM5 cells, Fluo-8 calcium fluorescence, ACh EC80;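 active means inhibition above a per-plate cutoff, the mean of that plate's test compounds plus 3 SD, cut at about 27% in these data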;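 further: 0% = acetylcholine EC80 with DMSO and 100% = DMSO without agonist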
CHO-K1 Ca PAM – nonselective activator or artifact in parental CHO-K1 calcium assay; ATP EC20, Fluo-8 calcium fluorescence; 0% at ATP EC20, 100% at ATP max; activation, % at 3 µM; 360,000 compounds, 0.02% hits; AID 602247;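 active means activation above the run cutoff, the mean activation of all test compounds plus 3 SD, cut at about 40% in these data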;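 further: peak over basal fluorescence ratio in a 140 s read after ATP addition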
TAAR1 ag – human TAAR1 agonism. Q96RJ0. CHO RD-HGA16 TAAR1, Fluo-8 calcium fluorescence; vehicle wells 0%, saturating PEA agonist 100%. activation, % at 3 µM. 360,000 compounds, 0.99% hits. AID 624467;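 active means activation above the mean activation of all test compounds in the run plus 3 SD, cut at about 38% in these data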
Target sequence (Q96RJ0 whole entry, looked up): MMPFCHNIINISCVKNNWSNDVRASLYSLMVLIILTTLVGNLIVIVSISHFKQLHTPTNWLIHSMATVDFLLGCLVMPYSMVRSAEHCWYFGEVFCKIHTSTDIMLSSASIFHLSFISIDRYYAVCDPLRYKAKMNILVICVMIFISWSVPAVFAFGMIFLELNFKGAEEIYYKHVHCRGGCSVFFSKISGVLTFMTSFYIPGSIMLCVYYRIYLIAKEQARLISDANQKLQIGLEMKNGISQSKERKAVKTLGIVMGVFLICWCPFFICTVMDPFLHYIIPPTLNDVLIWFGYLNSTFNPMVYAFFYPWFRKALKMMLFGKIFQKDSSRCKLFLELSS
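Test system: RD-HGA16 (CHO) cells co-expressing Gα16 and hTAAR1 / Benchmarks: DMSO vehicle as 0%, PEA at EC100 as 100% / Repeats: no replicates (n 1) / Measure: % activation from peak over basal fluorescence ratio, DMSO-to-PEA scaled / Timing: 17-24 h plating, Fluo-8 75 min 37 °C, 30 min RT / Technique: kinetic Fluo-8 calcium fluorescence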
TAAR1 antagonist – antagonists of human TAAR1. CHO RD-HGA16 TAAR1, Fluo-8 calcium fluorescence, antagonist. inhibition, % at 3 µM. AID 624466. Q96RJ0. 360,000 compounds, 1.5% hits;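 active means inhibition above a per-plate cutoff, the mean inhibition of test compounds on that plate plus 3 SD, cut at about 49% in these data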;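 further: 0% = DMSO plus EC80 beta-PEA response and 100% = DMSO alone without agonist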
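Test system – hTAAR1-expressing CHO RD-HGA16 cells, Gα16-coupled · Also added – β-PEA at EC80 concentration, post-compound challenge · Compound – 3 µM, single point · Incubation – dye loading 75 min at 37 °C, then 30 min room temperature · Measured by – Fluo-8 intracellular calcium dye fluorescence, real-time kinetic reads · Benchmarks – vehicle and agonist controls · Replicates – singlicate, one well per test compound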
CHRM5 PAM – potentiates acetylcholine response at human M5 receptor; CHO-K1 hM5, Fluo-8 calcium, ACh EC20 PAM; 0% = ACh EC20, 100% = ACh EC100; 360,000 compounds, 0.3% hits; P08912; activation, % at 3 µM;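 active means activation above the run cutoff, the mean activation of all test compounds plus 3 SD, cut at about 18% in these data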
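Measured by: Fluo-8 calcium fluorescence; material: human M5 receptor in CHO-K1 cells; schedule: Post-acetylcholine fluorescence recording 140 s; benchmarks: low control EC20 acetylcholine (0%), high control EC100 acetylcholine (100%); read-out: Max/basal fluorescence ratio as % of EC20–EC100 ACh window; compound: single dose, 3 µM nominal final test concentration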
M4 PAM – potentiates acetylcholine response at human M4 receptor. P08173. CHO-K1 hM4/Gqi5, Fluo-8 calcium fluorescence, ACh EC20; 0% = ACh EC20, 100% = maximal ACh. activation, % at 3 µM. 360,000 compounds, 0.4% hits. AID 624126;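 active means activation above its plate's cutoff, the mean activation of sample wells plus 3 SD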; further: some results filed as inactive read as strong as hits
Target sequence (P08173 whole entry, looked up): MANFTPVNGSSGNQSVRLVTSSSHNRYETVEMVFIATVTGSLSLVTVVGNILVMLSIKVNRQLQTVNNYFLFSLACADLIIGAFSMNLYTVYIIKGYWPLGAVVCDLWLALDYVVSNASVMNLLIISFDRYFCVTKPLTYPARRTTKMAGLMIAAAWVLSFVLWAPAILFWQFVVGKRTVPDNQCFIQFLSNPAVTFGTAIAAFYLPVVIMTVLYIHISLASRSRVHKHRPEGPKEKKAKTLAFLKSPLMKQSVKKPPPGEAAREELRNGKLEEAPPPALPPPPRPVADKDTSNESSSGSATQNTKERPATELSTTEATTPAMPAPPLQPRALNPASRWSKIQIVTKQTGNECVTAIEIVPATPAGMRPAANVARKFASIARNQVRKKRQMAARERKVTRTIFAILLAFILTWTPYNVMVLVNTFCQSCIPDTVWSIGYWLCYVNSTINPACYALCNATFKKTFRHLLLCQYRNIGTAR
CRFBP-R2 agonist – agonists of human CRF-binding protein/CRF-R2 receptor complex | activation, % at 13.2 µM | AID 588473 | HEK293 CRF-R2/CRF-BP, calcium dye fluorescence (FLIPR); percent of saturating CRF peptide response | 350,000 compounds, 0.46% hits;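 active means activation of at least 50%, plus an integration ratio under a set limit after plate pattern correction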;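 further: plate controls were neutral control wells without compound for no effect and CRF at EC100 for full effect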
Starred values were filed as active, the others as inactive; . = no result given. Random draw from the library. About 4.2% of those tested had a hit in this group.

SMILES	M5 ag	CRFR2-BP antag	CHRM5 antagonist	CHO-K1 Ca PAM	TAAR1 ag	TAAR1 antagonist	CHRM5 PAM	M4 PAM	CRFBP-R2 agonist
COc1ccc(C(=O)Cc2nnc(C)s2)c(OC)c1	0	-13	9	5	2	5	-9	1	0.8
Cc1ccc(Nc2nc(N)c([N+](=O)[O-])c(NCCO)n2)cc1	0	-31	11	20	-1	-5	-8	-6	0.5
O=C(COc1ccc(Cl)cc1)NCCN1CCCC1	-1	1	5	-9	0	-23	-2	-7	-2.2
O=C(c1cc(COc2ccc(F)c(F)c2)on1)N1CCN(C2CCCCC2)C(=O)C1	11	-5	11	-20	15	26	-11	-6	-0.9
CN(NC(=O)c1ccc(Cl)cc1)c1cccc(Cl)n1	0	-12	3	1	12	4	3	17	0.2
CCOC(=O)C(NC(=O)c1ccccc1)=C1CCCCC1	-4	9	-7	-7	6	2	-2	9	-2.2
Cc1ccccc1NC(=O)CC(C)S(=O)(=O)c1ccc2c(c1)NC(=O)CO2 (stereo not drawn)	-4	-6	14	-7	0	-11	-1	-3	0.3
CCOC(=O)C1=CN(Cc2cccc(Br)c2)S(=O)(=O)N(C)C1C (stereo not drawn)	-2	17	-2	-3	1	35	-8	-2	-2.6
CCCCCC(=O)N1C[C@@H](O)[C@H](n2cc(C3CC3)nn2)C[C@@H]1c1ccccc1	0	5	10	-6	1	-17	0	3	-0.7
N/C(=N\OC(=O)c1ccccc1F)c1cccc([N+](=O)[O-])c1	3	8	6	5	1	-19	6	-5	-0.9
Fc1cnc(Cl)nc1N1CCN(c2ccccc2)CC1	1	-2	0	12	1	10	12	22	-0.2
COC(=O)c1ccc(NC(=O)CCS(=O)(=O)c2ccc3c(c2)NC(=O)C(C)S3)cc1 (stereo not drawn)	-6	-26	3	2	3	11	-3	-4	-0.5
CC1(c2nnc(Cc3ccccc3)o2)CC(c2c(Cl)cccc2Cl)=NO1 (stereo not drawn)	-3	-5	-2	18	8	-2	10	9	-2.2
C[C@@H]1CCCCO[C@@H](CN(C)Cc2ccc3c(c2)OCO3)[C@@H](C)CN([C@H](C)CO)C(=O)c2cc(N(C)C)ccc2O1	-2	-12	-11	7	-3	-28	4	2	0.1
Cc1occc1C(=O)Nc1ccccc1C(=O)O	3	-8	-4	1	12	-2	7	0	-3.0
O=C(Nc1cccc(NC(=O)c2ccc(Br)o2)c1)c1ccccc1	-1	0	7	6	7	7	-6	-6	-1.8
CCOC(=O)c1c(NC(=O)CSc2nnnn2-c2ccccc2)sc2c1CCC(C)C2 (stereo not drawn)	-2	-6	-3	27	11	5	6	-6	5.4
COc1ccccc1Oc1coc2c(CN3CCN(C)CC3)c(O)ccc2c1=O	-1	13	-4	4	19	6	4	5	-1.5
Cc1cc(C)c2c(n1)SCC(=O)N2CC(=O)Nc1cc(F)ccc1F	1	-36	1	6	0	5	1	8	12
Cc1cccc(N(C)C(=O)c2cc(S(=O)(=O)N3CCCC3)cn2C)c1	1	23	2	13	1	-21	-1	-6	-2.8
COC(=O)c1[nH]c2ccc(F)cc2c1NC(=O)C1=COCCO1	-2	9	22	-11	0	17	-4	22	-2.5
CC(C)(O)CN(C(=O)c1ccc([N+](=O)[O-])cc1)C1CCCC1	-7	4	-1	16	2	-9	1	-2	0.8
O=[N+]([O-])c1ccc(Cl)c(S(=O)(=O)NCC2CCCO2)c1 (stereo not drawn)	0	-6	-1	14	6	-9	0	4	0.7
CC(C)(C)c1ccc(NC(=O)CN2C(=O)NC(C)(C3CC3)C2=O)cc1 (stereo not drawn)	4	-20	2	-13	15	-5	8	2	2.3
CCOc1ccccc1NC(=S)NCCc1ccc(F)cc1	-8	1	2	12	4	14	-1	-6	-0.7
C[N+]1(CC#CC(O)(c2ccccc2)c2ccccc2)CCCC1	-8	-1	99*	24	3	-5	-18	-18	-0.1
CCOc1ccccc1-c1nnc(CS(=O)(=O)c2ccccc2)o1	0	8	15	-11	0	3	-1	-14	0.4
O=C(COC(=O)c1ccccn1)Nc1ccc2c(c1)OCCO2	2	14	-3	19	4	-7	8	6	-2.4
CCNC(=O)c1cc(Br)ccc1Cl	0	4	-5	10	2	3	1	26	1.3
COc1ccc(C(=O)N/N=C/c2c(CO)cnc(C)c2O)cc1	-2	-15	2	8	2	-4	-6	-9	9.7
CC(OC(=O)c1cccnc1Cl)C(=O)NC1CCCCC1 (stereo not drawn)	0	-5	0	10	0	8	-2	8	-0.6
O=C(Cc1ccc2c(c1)OCCO2)N1CCN(S(=O)(=O)c2cccs2)CC1	4	11	4	7	3	1	-4	-3	-4.3
CC(C)N1CCC(=NNc2ccc([N+](=O)[O-])cc2S(=O)(=O)N2CCOCC2)CC1	-6	-15	9	-5	3	-1	0	-5	2.0
c1ccc(-n2c(-c3ccncc3)nnc2-c2ccco2)cc1	0	56*	0	-6	0	-2	-5	0	-0.5
Cn1c(=O)[nH]c(=O)c2c1nc(NCCCn1ccnc1)n2CCOc1ccccc1	0	7	-1	22	0	5	8	11	-0.7
CCc1c(-c2ccccc2OC)ncn1Cc1cccc(-c2ccccc2)c1	-1	.	18	.	5	12	-13	-16	.
CC1CCN(S(=O)(=O)c2cccc(C(=O)N(C)C3CCS(=O)(=O)C3)c2)CC1 (stereo not drawn)	-6	-5	-5	16	10	-11	-1	2	0.4
CCOc1cccc(-c2c(C(=O)N/N=C/c3cccs3)nnn2-c2nonc2N)c1	28*	-74	-20	31	110*	21	28*	7	-0.2
C[C@H](CO)N1C[C@H](C)[C@@H](CN(C)C(=O)Nc2ccc3c(c2)OCO3)Oc2c(NC(=O)Nc3ccccc3)cccc2C1=O	2	-26	5	8	7	58*	-5	-8	3.4
Cc1ccc(C(C)C)c(OCCCN2CCc3ccccc3C2)c1	-22	-29	20	25	23	-2	-31	-12	1.7

16 entries out of the list, sorted by molecular weight, rising:
SMILES	M5 ag	CRFR2-BP antag	CHRM5 antagonist	CHO-K1 Ca PAM	TAAR1 ag	TAAR1 antagonist	CHRM5 PAM	M4 PAM	CRFBP-R2 agonist
CCNC(=O)c1cc(Br)ccc1Cl	0	4	-5	10	2	3	1	26	1.3
c1ccc(-n2c(-c3ccncc3)nnc2-c2ccco2)cc1	0	56*	0	-6	0	-2	-5	0	-0.5
C[N+]1(CC#CC(O)(c2ccccc2)c2ccccc2)CCCC1	-8	-1	99*	24	3	-5	-18	-18	-0.1
CC(OC(=O)c1cccnc1Cl)C(=O)NC1CCCCC1 (stereo not drawn)	0	-5	0	10	0	8	-2	8	-0.6
O=C(COC(=O)c1ccccn1)Nc1ccc2c(c1)OCCO2	2	14	-3	19	4	-7	8	6	-2.4
COc1ccc(C(=O)N/N=C/c2c(CO)cnc(C)c2O)cc1	-2	-15	2	8	2	-4	-6	-9	9.7
CCOc1ccccc1NC(=S)NCCc1ccc(F)cc1	-8	1	2	12	4	14	-1	-6	-0.7
COC(=O)c1[nH]c2ccc(F)cc2c1NC(=O)C1=COCCO1	-2	9	22	-11	0	17	-4	22	-2.5
O=[N+]([O-])c1ccc(Cl)c(S(=O)(=O)NCC2CCCO2)c1 (stereo not drawn)	0	-6	-1	14	6	-9	0	4	0.7
Cc1ccc(C(C)C)c(OCCCN2CCc3ccccc3C2)c1	-22	-29	20	25	23	-2	-31	-12	1.7
CC(C)(C)c1ccc(NC(=O)CN2C(=O)NC(C)(C3CC3)C2=O)cc1 (stereo not drawn)	4	-20	2	-13	15	-5	8	2	2.3
O=C(Cc1ccc2c(c1)OCCO2)N1CCN(S(=O)(=O)c2cccs2)CC1	4	11	4	7	3	1	-4	-3	-4.3
CC1CCN(S(=O)(=O)c2cccc(C(=O)N(C)C3CCS(=O)(=O)C3)c2)CC1 (stereo not drawn)	-6	-5	-5	16	10	-11	-1	2	0.4
CCOc1cccc(-c2c(C(=O)N/N=C/c3cccs3)nnn2-c2nonc2N)c1	28*	-74	-20	31	110*	21	28*	7	-0.2
CC(C)N1CCC(=NNc2ccc([N+](=O)[O-])cc2S(=O)(=O)N2CCOCC2)CC1	-6	-15	9	-5	3	-1	0	-5	2.0
C[C@H](CO)N1C[C@H](C)[C@@H](CN(C)C(=O)Nc2ccc3c(c2)OCO3)Oc2c(NC(=O)Nc3ccccc3)cccc2C1=O	2	-26	5	8	7	58*	-5	-8	3.4

(cont.)
SMILES	M5 ag	CRFR2-BP antag	CHRM5 antagonist	CHO-K1 Ca PAM	TAAR1 ag	TAAR1 antagonist	CHRM5 PAM	M4 PAM	CRFBP-R2 agonist
Cc1ccc(S(=O)(=O)N2CCC(C(=O)N3CCCCCCC3)CC2)cc1C	4	3	11	-14	2	-30	-3	1	-2.6
CC(C)(C)S(=O)N1Cc2ccc(CO)cc2[C@H]1CCO (stereo partly drawn)	1	-3	-1	4	1	-11	0	-6	-3.6
O=C(COC(=O)c1nc(Cl)ccc1Cl)NCc1ccc(Cl)cc1Cl	-9	7	-1	1	-2	-22	2	-3	-0.4
O=C(CN1C(=O)C2CCCCC2C1=O)Nc1nccs1 (stereo not drawn)	5	6	0	19	7	-15	9	10	4.8
Cn1nc(C(=O)Nc2ccc(S(=O)(=O)Nc3ncccn3)cc2)ccc1=O	1	2	-5	20	1	-10	15	-3	-0.8
CC(C)(C)[C@]1(O)CCN2C[C@H]3c4ccccc4CCc4cccc(c43)[C@@H]2C1	-1	-24	-1	41*	2	-33	-4	9	0.6
Cc1ccccc1/C=N/Nc1ncnc2nc[nH]c12	-1	11	6	-5	-1	-30	-2	-7	-0.2
Cc1noc(C)c1COc1ccc2ccc(=O)oc2c1	-4	8	5	-10	7	7	1	-5	-1.4
COc1ccc(OC)c(N2Cc3ccccc3C2)c1	0	25	-5	14	8	3	2	2	-1.2
C(=C\c1ccccc1)/C=N/Nc1nc2ccccc2[nH]1	-2	-18	4	-11	5	12	-12	-4	1.6
O=C(/C=C/c1ccco1)NC(=S)Nc1ccc(C(=O)O)cc1	-2	2	-12	-3	1	12	3	5	-0.3
COc1ccc(C)cc1NC(=O)C(OC(=O)c1ccc(Cl)c(S(=O)(=O)N(C)c2ccccc2)c1)c1ccccc1 (stereo not drawn)	-1	-14	-2	24	5	-7	3	-1	5.5
CC(NC(=S)NCCCN1CCOCC1)C1CC2CCC1C2 (stereo not drawn)	-11	-6	10	-4	-1	-15	0	-6	5.9
CNS(=O)(=O)c1ccc(NCC2COc3ccccc3O2)c([N+](=O)[O-])c1 (stereo not drawn)	-1	0	1	15	8	22	-3	-5	-1.5
